Tb PFK inh – T. brucei PFK enzyme inhibition. O15648. T. brucei PFK, ADP-Glo luminescence. Potency, µM (doses to about 57.5 µM), without a hit: at the top dose activity, negative = inhibition, most hits filed as inhibitors. 330,000 compounds, 0.17% hits;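 further: potency means the concentration at half of the fitted maximal effect; 0% = uninhibited 1x PFK enzyme wells and -100% = no-enzyme wells; nearly all actives have a fitted effect of over 60% in size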
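Activity is normalized to no-enzyme wells (full inhibition) and 1.25 nM enzyme wells (no inhibition). Reaction: 0.5 mM F6P, 0.1 mM ATP, 45 min RT, ADP-Glo luminescence; concentration-response curves fitted and classed by quality.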
AT treatment – candidate therapy for ataxia-telangiectasia; […] A-T fibroblasts, KAP-1 phosphorylation AlphaLISA; neocarzinostatin DNA damage 30 min before lysis; Potency, µM (highest dose often 57.5 µM), for inactives: at the highest dose activation, hits mostly activators; 320,000 compounds, 0.19% hits; AID 485349; further: potency means the concentration at half of the fitted maximal effect; % of control where 0% means no effect; nearly all actives have a fitted effect of over 45% in size
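hTERT-immortalized A-T patient fibroblasts ([…]), 500 cells/well in OPTI-MEM, 1% FBS, got compounds for 60 min, then NCS for 30 min at 37C. Lysates were then assayed for phospho-KAP-1 by AlphaLISA (anti-pKAP1 donor, anti-KAP1 acceptor beads), 6 hr at 25C.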
TSHR antag – blocks TSH signaling through the human TSH receptor | TSHR-expressing cells, TSH-stimulated cAMP HTRF, 2 h; stronger effect = lower value | activity change, negative = inhibition, % at 11.5 µM | P16473 | 330,000 compounds, 0.2% hits;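 active means activity change below a set negative limit, meaning inhibition stronger than a set level, cut at about -70% in these data; inconclusive means activity change between two set negative limits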; further: on the % scale 0 is the no-effect control and ±100 the full control effect
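Read-out is FRET at 665 nm (cryptate excitation 337 nm) from a cryptate-tagged anti-cAMP antibody, competed by cell cAMP against cAMP-d2. Compounds are tested on freshly harvested TSHR cells challenged with 4nM TSH (EC80) for 2 hours at 37 deg C.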
hERG WT inh – inhibitors of human wildtype KCNH2 potassium channel | U2OS, BacMam KCNH2, thallium flux FluxOr; stronger effect = lower value | activity change, % at 1.84 µM | 340,000 compounds, 0.37% hits;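 active means maximum activity change below -70%; inconclusive means maximum activity change between -70% and -50%; inactive means maximum activity change above -50%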; further: on the % scale 0 is the no-effect control and ±100 the full control effect
Target sequence (Q12809 whole entry, looked up): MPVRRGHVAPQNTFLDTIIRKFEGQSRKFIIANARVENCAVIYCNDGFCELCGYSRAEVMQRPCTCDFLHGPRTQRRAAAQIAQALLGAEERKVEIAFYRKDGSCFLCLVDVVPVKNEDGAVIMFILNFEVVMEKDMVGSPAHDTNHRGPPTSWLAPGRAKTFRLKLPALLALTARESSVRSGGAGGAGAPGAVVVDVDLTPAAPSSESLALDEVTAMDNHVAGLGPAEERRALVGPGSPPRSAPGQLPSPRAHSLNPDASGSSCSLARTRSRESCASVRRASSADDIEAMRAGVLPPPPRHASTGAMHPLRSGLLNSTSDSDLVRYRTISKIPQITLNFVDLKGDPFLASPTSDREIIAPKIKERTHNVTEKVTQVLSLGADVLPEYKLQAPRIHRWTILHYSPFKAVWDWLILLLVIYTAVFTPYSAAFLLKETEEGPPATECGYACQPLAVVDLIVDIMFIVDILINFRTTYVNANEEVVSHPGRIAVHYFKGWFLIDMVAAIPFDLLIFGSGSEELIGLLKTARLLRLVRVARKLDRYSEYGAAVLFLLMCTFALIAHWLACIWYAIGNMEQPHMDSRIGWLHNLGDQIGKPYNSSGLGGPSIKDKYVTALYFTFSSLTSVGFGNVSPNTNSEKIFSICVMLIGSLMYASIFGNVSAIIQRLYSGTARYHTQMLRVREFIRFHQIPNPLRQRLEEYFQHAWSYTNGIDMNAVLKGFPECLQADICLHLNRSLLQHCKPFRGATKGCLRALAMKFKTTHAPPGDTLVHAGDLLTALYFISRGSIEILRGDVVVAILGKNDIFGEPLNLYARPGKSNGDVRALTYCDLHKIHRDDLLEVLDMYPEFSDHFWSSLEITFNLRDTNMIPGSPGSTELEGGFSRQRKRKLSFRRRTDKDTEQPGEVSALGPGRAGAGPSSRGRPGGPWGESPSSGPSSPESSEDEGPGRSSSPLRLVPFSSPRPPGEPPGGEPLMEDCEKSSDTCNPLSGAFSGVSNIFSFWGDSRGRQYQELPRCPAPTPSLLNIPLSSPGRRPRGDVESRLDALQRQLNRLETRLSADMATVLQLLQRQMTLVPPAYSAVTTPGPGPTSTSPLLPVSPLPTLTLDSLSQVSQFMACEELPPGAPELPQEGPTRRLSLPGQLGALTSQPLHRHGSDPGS
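U2OS cells transduced with wild-type KCNH2 virus are loaded with FluxOr dye for 45 min, and thallium flux is measured in kinetic reads before and after stimulation buffer. Rate constants are normalized to DMSO controls.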
Giardia killer – kills Giardia lamblia. Giardia lamblia trophozoite viability. activity change, % at 7.66 µM, hits read low. 340,000 compounds, 0.15% hits. AID 540267; in the data active means activity change below about -80%; inconclusive means between about -30% and that limit;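 further: parasites exposed to compound for two days anaerobically before the ATP read; on the % scale 0 is the no-effect control and ±100 the full control effect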
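Trophozoites 100 cells/well + cpd; 48 hrs, 37 deg C, anaerobic. ATPLite 1-Step added, 15-30 min RT, luminescence read (ATP-based viability).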
CXXC DNA block – inhibitors of human MLL CXXC domain-DNA interaction. Q03164. MLL-CXXC / FITC-HOXA9 DNA fluorescence polarization. Potency, µM (series often up to 115 µM), inactives show top-dose activity change, negative = inhibition, most hits filed as inhibitors. 290,000 compounds, 0.037% hits; active means well fitted inhibition curve with a large enough effect in the polarisation, with a control signal flat, not every such curve was filed as active; inconclusive means small, poorly fitted or top-dose-only effect, or effect the other way, or a change in a side signal; inactive means no such curve, though single readings can be large or run the other way; the % refers to the polarisation; further: potency means the concentration at half of the fitted maximal effect
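Purified MLL-CXXC (added from a 7 uM solution) was preincubated 5 min at ambient with pinned compounds in 50 mM Tris-HCl pH 7.5, 50 mM NaCl, 1 mM DTT, 0.05% BSA. Fluorescein-labeled HOX-A9 DNA (50 nM solution) followed, 30 min, then polarization read.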
GALK inhibitor – blocks human galactokinase activity; 270,000 compounds, 0.007% hits; AID 1868; P51570; Purified GALK, Kinase-Glo residual ATP luminescence; Potency, µM (doses to about 57.5 µM), inactives show at the top dose activity change, negative = inhibition, actives largely listed as inhibitors; further: potency means the concentration at half of the fitted maximal effect; on the % scale 0 is the no-effect control and ±100 the full control effect
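Luminescence from leftover ATP (Ultra-Glo luciferase/luciferin) served as read-out after a 1 h room-temperature reaction of 5 nM GALK with 35 uM ATP and 100 uM galactose.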
FBPA coupling cs – inhibits coupling enzyme system, counter-screen for aldolase hits | coupling enzyme system counterscreen, AmpLite Red fluorescence | activity change, negative = inhibition, % at 58.2 µM, hits read low | 290,000 compounds, 0.67% hits | AID 2472; in the data active means activity change below about -30%; further: on the % scale 0 is the no-effect control and ±100 the full control effect
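First, compound is pin-transferred into glyceraldehyde-3-phosphate coupling-enzyme reagent at 57.5 uM final and held 10 min at RT. Next, substrate, coupling system and AmpLite Red are added. After 20 min RT, fluorescence (525/598 nm) is read.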
TCR act – T cell receptor activation; primary human leukocytes, anti-CD3, IL-2 HTRF, 48 h; Potency, µM (doses to about 9.22 µM), for the others: at the highest dose activation of IL-2 secretion, most hits filed as activators; 330,000 tested, under 10 active; further: % of control where 0% means no effect
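HTRF read-out of IL-2 secretion: europium cryptate donor excited at 320nm, d2 acceptor emission at 665nm. Cells were primary human leukocytes incubated 48 hr with compounds and a-CD3 beads, supplying TCR signal only.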
BCR signal inh – chronic active BCR signaling inhibition; Potency, µM (doses to about 46.1 µM), inactives show at the top dose ratio change, negative = lower green/red ratio, hits mostly inhibitors; AID 493014; ABC-DLBCL IkBa-CBG/CBR reporter, luminescence ratio, 4 h; 340,000 compounds, 0.05% hits; active means well fitted inhibition curve with a large enough effect in the signal ratio, with a control signal flat, not every such curve was filed as active; inconclusive means small, poorly fitted or top-dose-only effect, or effect the other way, or a change in a side signal; the % refers to the signal ratio;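 further: potency means the concentration at half of the fitted maximal effect; plate controls were basal doxycycline-induced cells for no effect and cells given 10 µM MG132 for full effect; MG132 reads +100%, hits lower the ratio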
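TMD8 ABC-DLBCL cells carrying doxycycline-inducible green luciferase fused to IkappaBalpha plus unfused red luciferase were exposed to compounds (up to 46 uM) for 4 hrs at 37C. Activity came from the overlap-corrected green/red luminescence ratio.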
* marks the source's active call; other numbers are inactive results; ? = inconclusive; . = not tested or not shown; & = joins results of further samples; [ ] = remark or other dose. Unless noted, the call rests on the fitted dose curve; in most records, active means well fitted curve in the direction sought with a large enough effect; inconclusive means small, poorly fitted or top-dose-only effect, or another doubt; inactive means no such curve, though single readings can be large; an effect the other way counts as inactive or inconclusive.

Molecule	Tb PFK inh	AT treatment	TSHR antag	hERG WT inh	Giardia killer	CXXC DNA block	GALK inhibitor	FBPA coupling cs	TCR act	BCR signal inh
CCC(NS(=O)(=O)c1ccc(C)cc1)C(=O)N1CCC2(O)CCCCC2C1 (stereo not drawn)	-2%	1%	1	0	36[activator]	9%	-2%	1	2%	8%
Cc1cccc(NC(=S)N(CCN(C)C)C(C)c2ccccn2)c1 (stereo not drawn)	3%	6%	-7	-1	8	-1%	-2%	1	-3%	27%
Cc1cc(C(=O)COC(=O)Cc2n[nH]c(=O)c3ccccc23)c(C)n1-c1ccc2c(c1)OCCO2	-8%	6%	-15	4	1	8%	0%	-11	-5%[46.1 µM]	?
C#CCn1c(O)c(N=NC(=O)CNC(=O)/C=C/c2ccccc2)c2ccccc21	7%	5%	-2	-3	1	-9%	-2%	11	2%	0%
O=C(NC1CCCCC1)N1CCN(Cc2ccco2)CC1	-1%	5%	1	0	11	2%	2%	3	5%	?
O=C1OC(/C(=C\NCc2ccccc2)[N+](=O)[O-])c2ccccc21 (stereo not drawn)	0%	0%	-3	-1	5	16%	-2%	-2	-2%	3%
CC(C)CCNC(=O)C1CCCCN1S(=O)(=O)c1ccc(F)cc1 (stereo not drawn)	1%	-3%	8	2	-5	-6%	-3%	-3	-3%	-6%
Cc1cc(O)c(C(=O)/C=C/c2ccc(C(C)C)cc2)c(=O)o1	1%	-7%	-5	-12	-5	-4%	.	5	-4%	6%
O=C(NCc1ccccc1)C(=O)NCC1OCCCN1S(=O)(=O)c1cccs1 (stereo not drawn)	2%	7%	14	-26	2	-13%	0%	.	3%	-11%
CSCCC(NC(=O)c1ccc([N+](=O)[O-])cc1Cl)C(=O)OC1CCCCC1=O (stereo not drawn)	2%	-10%	-10	2	-10	21%	1%	.	3%	5%
CCOC(CNC(=O)CN1C(=O)COc2ccc(S(=O)(=O)N3CC(C)CC(C)C3)cc21)OCC (stereo not drawn)	0%	-6%	14	-10	-5	.	.	5	-4%	6%
CCN1CCN(c2ccc(S(=O)(=O)N3CCOCC3)cc2NC(=O)c2ccc(Cl)s2)CC1	-2%	-4%	1	3	5	.	.	.	3%	1%
Cc1ccc(C2NC(=O)NC(O)(C(F)(F)F)C2C(=O)c2ccccc2)o1 (stereo not drawn)	2%	-3%	34	39	31[activator]	-6%	0%	-1	-2%[46.1 µM]	2%
Cc1cc(C(=O)Nc2ncc(C)s2)c2ccccc2n1	3%	7%	1	-7	-16	-5%	10%	2	-7%	?
COc1cc(/C=N/NC(=O)CCN2CCN(C)CC2)cc2c1OCO2	2%	-2%	14	4	5	-8%	-2%	.	4%	1%
Cc1cc(C(=O)NN=C2CCCC2)c2ccccc2n1	1%	-4%	7	-5	2	.	.	.	3%	?
COc1ccccc1NC(=O)C(=O)N/N=C/c1ccc([N+](=O)[O-])s1	1%	4%	-4	-13	-90*	-12%	-3%	0	1%	8%
CCOC(=O)c1sc(NC(=O)c2sccc2C)cc1C	-7%	3%	3	-15	2	-10%	5%	-6	6%	?
O=C1OCc2cccc([N+](=O)[O-])c21	-3%	4%	-2	2	-20	7%	.	-2	1%[46.1 µM]	2%
CC(=O)c1ccc(N2CCN(C(=O)c3cc4c(s3)CCCC4)CC2)cc1	0%	-1%	-8	-4	-10	0%	2%	-1	-16%	-3%
Cc1cc(C)n2nc(C(=O)OCC(=O)Nc3ccc(C)c(F)c3)nc2n1	-2%	3%	-5	9	15	.	.	.	2%	2%
COc1ccc(N=C(C)c2sc3ccccc3c2O)cc1	2%	-8%	-26	-7	-3	?	1%	-5	-6%	?
c1ccc(CCC2=NCCn3cccc32)cc1	4%	2%	8	-1&-1	9&-7	7%	7%	1	-1%&2%	0%
COc1ccc(CCN2C(=O)NC(NS(=O)(=O)c3ccccc3)(C(F)(F)F)C2=O)cc1OC (stereo not drawn)	0%	4%	-9	6	-11	1%	-1%	-1	-7%	4%
CCc1nnc(NC(=O)CSc2nc3cccnc3n2Cc2ccccc2)s1	0%	.	10	14	9	9%	1%	0	0%[46.1 µM]	?
CCCCn1c(=O)c(C(=O)OCC)c(O)c2ccccc21	3%	-16%	11	5	8	2%	4%	-7	-6%	-2%
O=C1CN(S(=O)(=O)c2cccc(Cl)c2Cl)CCN1	-6%	1%	-7	-12	-15	.	.	.	-2%	-3%
NS(=O)(=O)c1ccc(CCNC(=O)CNC(=O)COc2ccccc2)cc1	-5%	7%	13	14	23	11%	4%	1	0%	0%
COc1cc(NC(=O)c2ccccc2)c(OC)cc1NC(C)=O	-5%	-5%	1	5	-15	2%	1%	-4	-1%	3%
COc1cccc(CN2CCc3ccc(NC(=O)CCc4ccc(C)cc4)cc3C2)c1O	-4%	-1%	-10	25	-11	2%	2%	.	12%	-11%
Cc1ccccc1NS(=O)(=O)c1ccc(OCC(=O)N2CCCCC2)cc1	2%	-3%	-1	7	-4	10%	-1%	3	5%	-7%
Cc1[nH][nH]c(=O)c1N=Nc1ccccc1C#N	9%	-9%	-3	.	.	-2%	-2%	4	.	.
COc1cccc(C(=O)Cn2c(=N)n(C)c3ccccc32)c1	1%	8%	-1	1	-19	-2%	3%	0	-9%	?
O=C(NCCCn1ccnc1)C(=O)NCC(c1cccnc1)N1CCN(c2ccc(F)cc2)CC1 (stereo not drawn)	-7%	16%	2	0	?	8%	.	1	-198%	5%
Cn1cc(C(=O)c2cccc(Cl)c2)cc1C#N	-3%	3%	-4	-11	4	0%	-6%	3	0%	1%
Cc1ccc(C2Nc3cccc4cccc(c34)N2)cc1	-8%	-1%	-11	-4	3	-2%	0%	-4	-2%	-11%
NC(=O)CNC(=O)c1cccc(Cl)c1	-2%	-3%	-4	18	0	-2%	1%	0	-7%	-3%
O=C(Nc1ccccc1C(=O)NCc1cccnc1)c1ccco1	0%	.	.	-10	-9	-3%	1%	7	-1%	4%
Cc1ccc(N2C(=O)[C@@H]3[C@H](C2=O)C2c4ccccc4C=CN2[C@@H]3C(=O)c2ccco2)c(C)c1 (stereo partly drawn)	1%	4%	-3	-11	-4	-16%	1%	-42*	24%	0%
Cc1cc(Cl)ccc1OCC(=O)NC(=S)Nc1ccccc1N1CCOCC1	0%	2%	2	0	-3	17%	3%	2	3%[46.1 µM]	2%
O=C1CCCN1CCCNS(=O)(=O)c1ccc(Br)cc1	-4%	1%	15	2	-25	32%[activator]	5%	0	2%	-7%
FC(F)(F)c1cnc(Oc2ccccc2-c2nnco2)c(Cl)c1	-3%	-1%	1	14	-1	-5%	-4%	-1	0%	?
CCn1c(SCC(=O)Nc2nnc(C)s2)nnc1-c1ccncc1	0%	-1%	-1	16	-6	-5%	0%	2	21%	5%
CCCCOC(=O)c1ccc(NC(=O)c2c(OC)cccc2OC)cc1	-3%	1%	-14	-3	-10	-4%	16%	5	2%	4%
COC(=O)/C=C1\NC(=O)C(C)S1 (stereo not drawn)	-6%	3%	9	6	19	2%	1%	0	-2%	4%
Cc1ccc([C@@H]2CC=C(C(=O)O)[C@H](c3ccc(Br)cc3)N2S(=O)(=O)c2ccc(C)cc2)cc1	-25%	37%	-26	-2	?	.	.	.	4%	?
O=C(COc1cccnc1[N+](=O)[O-])Nc1ccc(Cl)cc1F	1%	-22%	25	6	?	.	.	.	4%[46.1 µM]	-17%
COc1ccc(NC(=O)c2ccc3c(SCC(=O)O)c4c(nc3c2)CCCC4)cc1Cl	-2%	-4%	-11	.	.	-14%	-3%	11	.	6%
O=C1CCCc2ccccc2N1	0%	6%	10	9	?	2%	1%	1	2%	2%
COc1cc(C(c2nnnn2C2CCCC2)N2CCc3ccccc3C2)ccc1O (stereo not drawn)	4%	7%	-8	0	-13	-2%	2%	-2	-1%	-7%

(more compounds)
Molecule	Tb PFK inh	AT treatment	TSHR antag	hERG WT inh	Giardia killer	CXXC DNA block	GALK inhibitor	FBPA coupling cs	TCR act	BCR signal inh
COCCNc1nc(C(C)(C)C)nc2c1nnn2Cc1ccccc1Cl	-5%	7%	-10	10	-6	3%	-1%	-2	3%	1%
COc1ccccc1/C=C/CN1CCNC(=O)C1CC(=O)NCCc1cnccn1 (stereo not drawn)	-1%	12%	-7	-14	-10	9%	7%	.	-2%	3%
Cc1cc(C)n(CCC(=O)N/N=C/c2ccc(O)cc2O)n1	0%	-1%	-5	-9	-1	4%	0%	0	-8%[46.1 µM]	-20%
Cc1c([N+](=O)[O-])c(C/C=N/O)nn1C	0%	0%	-10	5	17	-9%	6%	0	6%	8%
CC1CCN(c2ccc3nnc(CCC(=O)Nc4ccc(F)cc4)n3n2)CC1	0%	8%	-15	7	14	-2%	-7%	1	-4%	-10%

Screens (PubChem BioAssay)
